bCat nuc transl = beta-catenin nuclear translocation modulation; HeLa beta-catenin nuclear translocation, immunofluorescence imaging; nuclear translocation activity, % at 5 µM; 0.3% of 190,000 active;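 active = nuclear translocation activity above 50% at 5 µM, with a well cell count of 50 or more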;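 also: per-cell ratio of nuclear to cytoplasmic median beta-catenin stain intensity; plate controls were DMSO negative control for no effect and GSK-3 inhibitor IX positive control for full effect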
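Test system: HeLa cells, endogenous beta-catenin; Compound: single 5 µM dose plus 0.02–20 µM confirmation series; Times: compound exposure 24 h at 37°C; Signal: fluorescence imaging of beta-catenin antibody stain plus DAPI; Read-out: % activation, nuclear-to-cytoplasmic median beta-catenin signal ratio per cell.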
Myeloid diff MLP = compounds promoting myeloid differentiation | ER-HoxA9 myeloid progenitors, lysozyme-GFP differentiation, flow cytometry | calls only at 10 µM | 1% of 360,000 active | AID 624256;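 active = normalized GFP-positive differentiation at or above the plate's own cutoff, the solvent-only control mean plus 3 SD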;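 also: cells exposed to compound for four days before flow analysis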
TNAP activation fold = human TNAP enzyme activators, primary screen, biochemical, luminescent, no phosphate acceptor, uHTS (AID 1001) | activation fold at 20 µM, or EC50 in µM where a hit was titrated | 0.03% of 200,000 active | purified TNAP, luminescent activation assay, no phosphate acceptor; higher activation fold means a stronger effect; in the data active = activation fold from about 3, or a potency from the dose series; inactive = the rest, 99 in 100 with activation fold below about 1.6; also: many of its hits are not listed in these tables
MT stabilize HCS = microtubule stabilization, imaging screen; HeLa tubulin immunostaining HCS, 24 h; share of cells brighter than vehicle mean+2SD; AID 2205; % tubulin-high responders, % at 10 µM; 0.83% of 200,000 active;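 active = plate Z-score above 3 for both tubulin-high and condensed-nucleus cell shares, with cell loss under 80%, at 10 µM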;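 also: anti alpha tubulin signal scored within the nucleus-defined area of each cell; some results filed as inactive read as strong as hits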
Dynein transport = blocks dynein driven cargo transport along microtubules; 3617.4 mouse cells, GR-EGFP nuclear translocation imaging; test concentration mostly 20 µM; stimulated with dexamethasone, 1 µM; active compounds read low; z-score, hits read low; 0.47% of 220,000 active;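 active = plate z-score of nuclear minus cytoplasmic receptor signal below a set negative limit, without overly bright fluorescence or cell loss, cut at about -3.5 in these data, passing the limit was not always enough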;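 also: z-score of nuclear minus cytoplasmic ring GR-EGFP intensity difference per well; some compounds called inactive have numbers as strong as hits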
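Also added: dexamethasone, 1.0 µM final. Medium: tet-free, stripped-serum medium. Detection: fixed, Hoechst-stained cells imaged at 10x for EGFP. Read-out: nuclear-to-cytoplasmic GR-EGFP distribution per well. Times: induction 48 h, compound 1 h, agonist 30 min.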
Lipid droplet = hepatic lipid droplet formation modulation. AML12 mouse hepatocytes, oleate lipid droplets, BODIPY imaging. inhibition, % at 6.5 µM. 0.4% of 240,000 active. AID 1656;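 active = lipid droplet intensity inhibited by at least 50%, with more than 500 cells counted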
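Assay system: AML12 hepatocytes (mouse) / Also added: 100 µM oleic acid challenge / Times: overnight treatment with compound plus oleate / Detection: high-content imaging of BODIPY-stained droplets and DAPI nuclei / Evaluation: % inhibition of lipid droplet signal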
T cell HTS = T cell immune modulation candidate | AID 2052 | 2C CD8+ T cell-vesicle binding, flow cytometry; active compounds read low | calls only at 7 µM | 0.068% of 330,000 active;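 active = response, share of CD8 T cells binding vesicles, and their 90th percentile fluorescence all below set limits, cut at about 80% in these data, passing the limit was not always enough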
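Also added: QL9-peptide-loaded Drosophila micro-vesicles bearing Ld, ICAM-1 and B7-1; Test system: purified 2C TCR transgenic mouse naive CD8+ T cells; Measured by: cytometric PE anti-B7-1 and Alexa647 anti-CD8 signals after 1% paraformaldehyde fixation; Timing: binding step 1.5 h, 37 °C, antibody labelling 20 min, ice.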
PMI inhibitors = MPI enzyme activity inhibition – biochemical, fluorescence intensity, coupled assay, primary screen (AID 1209) | 0.42% of 190,000 active | purified PMI enzyme, coupled fluorescence intensity; higher % means a stronger effect | inhibition, % at 20 µM, or IC50 in µM where a hit was titrated; in the data active = inhibition above about 50%;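 also: plate controls were DMSO vehicle for no effect and wells lacking substrate for full effect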
Insulin prom up = MIN6 insulin promoter up-regulation; MIN6 insulin promoter-GFP reporter, high-content imaging; active compounds read high; z-score at 5 µM; 0.3% of 190,000 active; AID 1625;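 active = z-score above 3 at 5 µM with at least 500 cells counted in the well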
Dynein transport cytoplasmic EGFP = recorded beside Dynein transport, whose call it bears; z-score; measured here: cytoplasmic GR-EGFP intensity; active compounds read high
Dynein transport nuclear GR-EGFP = recorded beside Dynein transport, whose call it bears; z-score; measured here: nuclear GR-EGFP intensity;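 lower value marks the stronger effect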
Dynein transport cell count = second read-out of Dynein transport, no call of its own (marks repeat the call); z-score; measured here: cell count per field
Insulin prom up cell count = second read-out of Insulin prom up, no call of its own (marks repeat the call); cell count; measured here: cytotoxicity, nuclei count;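 total cells summed across four imaged fields per well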
Lipid droplet cells 6.5 µM = further read-out of Lipid droplet, marked with its call; cell count; measured here: cell count, cytotoxicity flag;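 cells counted across two imaged fields per well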
bCat nuc transl cell count 5 µM = also measured in bCat nuc transl; calls as there; cell count; measured here: cell count, cytotoxicity flag
T cell HTS vesicle-bound % = recorded beside T cell HTS, whose call it bears; double positive events, %; measured here: CD8+ vesicle-bound cell fraction;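 binding gate set so that unloaded-vesicle control wells show 10% double positive cells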
MT stabilize HCS Hoechst-high % = also measured in MT stabilize HCS; calls as there; % Hoechst-high responders; measured here: nuclear condensation Hoechst responders;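 share of cells brighter than vehicle mean plus two SD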
MT stabilize HCS cytotoxicity % = recorded beside MT stabilize HCS, whose call it bears; toxicity, %; measured here: cytotoxicity by cell density;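 0% = mean cell density of plate MIN control wells and 100% = no cells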
Myeloid diff MLP GFP+ MAC1+ % = also measured in Myeloid diff MLP; calls as there; GFP+ MAC1+ double positive, %; measured here: differentiation confirmed by MAC1 staining
* marks the source's active call; other numbers are inactive results; i = inactive; . = not tested or not shown; + = active, no number.

SMILES | bCat nuc transl | bCat nuc transl cell count 5 µM | Myeloid diff MLP | Myeloid diff MLP GFP+ MAC1+ % | TNAP activation fold | MT stabilize HCS | MT stabilize HCS Hoechst-high % | MT stabilize HCS cytotoxicity % | Dynein transport | Dynein transport cytoplasmic EGFP | Dynein transport nuclear GR-EGFP | Dynein transport cell count | Lipid droplet | Lipid droplet cells 6.5 µM | T cell HTS | T cell HTS vesicle-bound % | PMI inhibitors | Insulin prom up | Insulin prom up cell count
C/C(=C\c1ccccc1)C(=O)NC1CCSC1=O (stereo not drawn) | . | . | i | 5.5 | 1 | 3.4 | 1.9 | 5.7 | 0.46 | -0.17 | 0.52 | 0.65 | . | . | i | 3 | -2% | . | .
Clc1ccc(Cn2ncc3c(N4CCCCC4)ncnc32)c(Cl)c1 | -0.9 | 1194 | i | 0.8 | 1.1 | 4.3 | 2.1 | 7.3 | -0.39 | -0.31 | -0.33 | 0.46 | -2 | 743 | i | 60 | 8% | -0.29 | 1227
CCOc1ccc(-c2nnc3sc(COc4ccc(C)cc4)nn23)cc1 | -2.6 | 1192 | i | 1.4 | 1 | 5.7 | 3.8 | 0.8 | -0.082 | -0.35 | -0.26 | 0.28 | . | . | i | 53 | -4% | 0.34 | 899
CC(C)c1nc2ccccc2c2nnc(SCC(=O)NCc3ccco3)n12 | -2.3 | 1236 | i | 3.5 | 1 | 4.4 | 3.7 | 6.8 | -1.4 | -0.29 | -0.58 | 0.59 | -4 | 756 | i | 38 | 10% | 0.8 | 1275
CCNc1nc(NCC)nc(N/N=C/c2ccc(O)c(O)c2)n1 | -2.1 | 1103 | i | 0.1 | 1.2 | 9.2 | 2.1 | 12 | -1.6 | 0.74 | -0.27 | 1.5 | -16 | 707 | i | 53 | 61%* | -0.18 | 1132
CCNC(=S)N(CCN(C)C)Cc1cc2cc(OCC)ccc2[nH]c1=O | 3.2 | 1022 | i | 0.3 | 1 | 4.1 | 2.5 | 13 | 1.5 | -0.14 | 1.1 | -0.76 | -2 | 684 | i | 52 | 17% | 0.01 | 1371
COc1ccc(NC(=O)c2ccccc2SC)cc1 | 0.5 | 1524 | i | 0.8 | 1.1 | 2.0 | 2.4 | 7.5 | 0.15 | -0.18 | -0.28 | 0.022 | 8 | 715 | i | 48 | -7% | . | .
FC(F)(F)c1cnc(Oc2ccc(-c3nnco3)cc2)c(Cl)c1 | -0.7 | 728 | i | 0.3 | 1.1 | 2.1 | 1.3 | 8.6 | 0.83 | -0.38 | 0.19 | -0.28 | . | . | i | 30 | 8% | -0.59 | 1180
Cc1ccc(C2=NN(S(C)(=O)=O)C(c3ccc4c(c3)OCO4)C2)cc1 (stereo not drawn) | -0.4 | 999 | + | 1.8* | 1.1 | 3.3 | 2.1 | 5.5 | -0.73 | 0.76 | -0.47 | 0.4 | -1 | 631 | i | 46 | 4% | 1.2 | 1220
CCOc1ccc(C(=O)c2ccc([N+](=O)[O-])cc2Cl)cc1 | -2.1 | 941 | i | 0.2 | 1.1 | 1.5 | 3.3 | 15 | 1.1 | -0.031 | 1.6 | -1.9 | -4 | 713 | i | 59 | 4% | 0.83 | 1595
O=C(NCC1CCCO1)C(c1ccc(F)cc1)N(CC1CCCO1)C(=O)c1ccc(-c2ccccc2)[nH]1 (stereo not drawn) | -0.9 | 1004 | i | 0.4 | 1 | 2.4 | 1.0 | 5.9 | -0.85 | -0.22 | -0.29 | -0.23 | -19 | 755 | i | 44 | -3% | 0.32 | 1452
CCOc1ccc(Br)cc1S(=O)(=O)NC(=O)c1ccccc1 | -0.5 | 1548 | i | 0.2 | 1 | 2.6 | 2.5 | 1.0 | -0.64 | -0.28 | -0.38 | 0.54 | 1 | 685 | i | 48 | -14% | 0.82 | 1281
CC(C)c1ccc(NC(=S)NN(c2ccccc2)c2ccccc2)cc1 | 0.6 | 541 | i | 0.1 | 1 | 2.6 | 2.2 | 5.7 | -0.66 | -0.26 | -0.18 | 6 | 2 | 786 | i | 24 | 13% | 0.79 | 1248
CC1(C)CC(=O)C(C(N)=NC(=O)c2ccccc2)=C(O)C1 | -0.9 | 1073 | i | 0.1 | 1.1 | 3.3 | 1.4 | 1.3 | 0.028 | 0.47 | 0.14 | 0.089 | 0 | 773 | i | 28 | 0% | 0.27 | 1105
COc1cccc(OC)c1C(=O)Nc1ccccc1C(=O)N1CCOCC1 | 0.5 | 1079 | i | 7.9 | 1.1 | 1.3 | 2.9 | 4.6 | -1.2 | -0.25 | -0.62 | 0.36 | 16 | 737 | i | 47 | 9% | 0.01 | 1359
CCN=C(NCC)SC1CC(=O)N(c2ccc(F)cc2)C1=O (stereo not drawn) | -0.6 | 1092 | i | 1.3 | 1.1 | 3.7 | 2.5 | 22 | -1.3 | -0.32 | -0.23 | 1.8 | 6 | 721 | i | 58 | -9% | -0.39 | 1343
Cc1ccc(C(=O)NC(=S)NNC(=O)c2ccccc2[N+](=O)[O-])cc1 | -1.0 | 1259 | i | 0.7 | 1 | 3.0 | 1.2 | 1.6 | 0.41 | -0.25 | 0.041 | 0.4 | 6 | 683 | i | 43 | -2% | 0.06 | 1031
CC(C)C(=O)N1CCN(c2nc(-c3ccccc3)c3c(c2C#N)CCCC3)CC1 | . | . | i | 0.7 | 1.2 | 1.8 | 1.9 | 8.5 | -0.01 | -0.17 | 0.27 | 0.71 | -6 | 810 | i | 39 | 7% | -0.52 | 780
O=C1C2C3C=CC(CC3)C2C(=O)N1/N=C/c1c[nH]c2ccccc12 (stereo not drawn) | -0.8 | 1120 | i | 0.1 | 1 | 5.2 | 2.1 | 2.1 | -0.46 | -0.3 | -0.21 | 0.45 | -22 | 725 | i | 43 | -6% | -0.52 | 1162
CCOc1ccc(OCC(=O)OCn2c(SC)nnc(C)c2=O)cc1 | -1.2 | 1100 | i | 0.3 | 1.1 | 1.6 | 3.6 | 8.6 | 0.45 | -0.12 | 0.81 | -0.78 | 4 | 594 | i | 55 | 16% | 0.61 | 1352
COc1ccc(Cl)cc1Nc1cc(C)nc2nc(C)nn12 | -2.3 | 576 | i | 3.1 | 1 | 3.2 | 1.6 | 5.6 | -0.025 | -0.2 | 0.7 | -0.54 | -2 | 727 | i | 64 | -5% | 0.38 | 1234
O=C(/C=C\c1ccco1)Nc1ccc(N2CCN(C(=O)c3ccccc3)CC2)cc1 | -0.5 | 956 | i | 0.4 | 1 | 3.6 | 5.0 | 7.4 | 0.86 | -0.15 | 0.46 | -0.39 | 1 | 615 | i | 69 | -6% | -0.06 | 1272
O=C(COc1cccc2ccccc12)N/N=C/c1ccc(Sc2nc3ccccc3s2)o1 | 3.3 | 1211 | i | 0.7 | 1 | 2.4 | 1.9 | 6.3 | -0.095 | 0.72 | 0.44 | -0.73 | -2 | 672 | i | 49 | 7% | -0.62 | 787
CN1/C(=C\C=Nc2ccc3ccccc3c2)C(C)(C)c2ccccc21 | 1.1 | 1361 | i | 1.3 | 0.9 | 2.9 | 1.1 | 3.1 | 1.1 | 3.3 | 0.83 | -0.94 | . | . | i | 13 | 18% | 0.58 | 1313
O=C(CN1CCOCC1)NNC(=S)Nc1ccc(Cl)cc1 | -2.0 | 1127 | i | 0.2 | 2.4 | 1.2 | 1.0 | 0.5 | 2.1 | -0.21 | 1.5 | -1.2 | 13 | 686 | i | 43 | 0% | -0.33 | 1598
NNC(=O)CCN1CCN(Cc2ccccc2)CC1 | -0.3 | 947 | i | 1.5 | 1.1 | 2.1 | 1.1 | 1.2 | 0.61 | -0.15 | 0.84 | -1.1 | 6 | 722 | i | 34 | 0% | -0.18 | 1502
Cc1cc(=O)oc(C)c1C(=O)NC1CC(C)(C)NC(C)(C)C1 | -0.3 | 1149 | i | 0.6 | 1.1 | 2.8 | 1.6 | 5.1 | -0.076 | -0.19 | 0.46 | -1.3 | 6 | 693 | i | 11 | 3% | 0.19 | 1215
CCNC(=O)Nc1ccccc1C(=O)OC | 3.0 | 1192 | i | 0.1 | 1 | 3.2 | 2.5 | 1.4 | -0.36 | -0.3 | 0.13 | 1.1 | 11 | 761 | i | 64 | 0% | 1 | 1425
Cc1cc([N+](=O)[O-])nn1CCCC(=O)Nc1cccnc1Cl | -5.5 | 1142 | i | 0.3 | 1.1 | 1.6 | 2.4 | 8.2 | -1.3 | 0.0074 | -0.85 | 0.23 | 2 | 695 | i | 36 | 0% | 0.3 | 1147
CC#CC(=O)N1CCC(CCc2ccccc2)(C(=O)OCC)CC1 | -0.6 | 1177 | i | 0.3 | 1.1 | 2.0 | 1.6 | 2.2 | -0.24 | -0.18 | 0.041 | -0.012 | 21 | 727 | i | 46 | 10% | -0.91 | 1377

Bioassay records deposited in PubChem by several laboratories.
